Source: PubChem
Diaph inh CS = inhibits diaphorase or chemically oxidizes, flagging diaphorase assay artifacts | AID 1217 | inhibition, % at 20 µM | 190,000 compounds, 0.69% hits | diaphorase resazurin-to-resorufin fluorescence, NADH, 16 min; bacterial (C. kluyveri) enzyme, not human;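 active = primary screen inhibition at 20 µM above a set limit, cut at about 50% in these data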;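 also: plate controls were DMSO with full reaction for no effect and wells lacking NADH for full effect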
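Benchmarks: positive control wells lacking NADH, neutral wells with DMSO only. System: bacterial diaphorase enzyme (C. kluyveri). Input: 0.14 U/mL diaphorase, enzyme working solution. Detection: resorufin fluorescence, excitation 544 nm, emission 590 nm. Times: 16-min room-temperature incubation before reading.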
S1P3 antagonist = blocks the human S1P3 receptor; AID 485; CHO S1P3 NFAT-BLA reporter, FRET fluorescence, antagonist mode; 170,000 compounds, 0.27% hits; Q99500; inhibition, % at 4.98 µM;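 active = inhibition above the plate cutoff, the mean inhibition of test wells on that plate plus 3 SD, cut at about 28% in these data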;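 also: cells challenged with S1P at its EC80 of 0.8 µM; blue over green emission ratio from cleaved BLA substrate after 4 h stimulation; 0% = S1P-stimulated wells and 100% = unstimulated DMSO-only wells; some compounds past the cut are filed as inactive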
Target sequence (Q99500 whole entry, looked up): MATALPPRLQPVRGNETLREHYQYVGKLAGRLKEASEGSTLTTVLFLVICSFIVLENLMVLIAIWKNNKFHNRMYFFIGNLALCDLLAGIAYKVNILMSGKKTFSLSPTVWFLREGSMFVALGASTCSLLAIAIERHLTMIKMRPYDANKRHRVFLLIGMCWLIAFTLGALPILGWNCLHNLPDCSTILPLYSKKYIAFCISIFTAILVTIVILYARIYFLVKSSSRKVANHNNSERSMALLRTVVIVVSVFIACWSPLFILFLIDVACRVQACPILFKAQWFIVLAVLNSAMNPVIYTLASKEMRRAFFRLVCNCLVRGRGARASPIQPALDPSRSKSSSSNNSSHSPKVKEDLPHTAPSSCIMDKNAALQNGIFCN
PPARg SRC1 recr = PPARgamma-driven SRC-1 recruitment agonism | P37231 | PPARgamma-SRC-1 coactivator recruitment biochemical assay | activation, % at 8 µM | 200,000 compounds, 0.41% hits; in the data active = activation above about 19%;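 also: 0% = DMSO and 100% = reference agonist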
Target sequence (P37231 whole entry, looked up): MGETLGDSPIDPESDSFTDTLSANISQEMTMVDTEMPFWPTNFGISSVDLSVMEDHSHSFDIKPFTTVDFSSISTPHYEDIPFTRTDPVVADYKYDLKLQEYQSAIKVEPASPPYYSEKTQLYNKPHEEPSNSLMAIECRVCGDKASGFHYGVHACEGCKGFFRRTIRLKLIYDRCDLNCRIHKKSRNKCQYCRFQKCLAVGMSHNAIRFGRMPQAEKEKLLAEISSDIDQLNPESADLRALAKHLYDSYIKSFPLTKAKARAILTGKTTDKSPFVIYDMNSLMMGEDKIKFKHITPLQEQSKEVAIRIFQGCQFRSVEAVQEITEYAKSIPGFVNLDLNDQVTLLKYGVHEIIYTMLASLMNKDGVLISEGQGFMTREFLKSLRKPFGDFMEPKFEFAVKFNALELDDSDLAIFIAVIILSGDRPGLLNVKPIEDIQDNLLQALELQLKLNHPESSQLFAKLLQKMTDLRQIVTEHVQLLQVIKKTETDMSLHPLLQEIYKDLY
PPARg SRC3 recr = PPARgamma-driven SRC-3 recruitment agonism; biochemical PPARgamma/SRC-3 coactivator recruitment assay; activation, % at 8 µM; 200,000 compounds, 0.26% hits; in the data active = activation above about 23%;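 also: 0% = DMSO and 100% = reference agonist; some compounds past the cut are filed as inactive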
ROMK primary = modulates human ROMK potassium channel activity. P48048. Tet-inducible ROMK, thallium flux fluorescence; actives lie on both sides. B-score at 10 µM. 130,000 compounds, 2% hits;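 active = signal ratio slope over the read window, or its plate-corrected B-score, at least 3 SD from the plate mean, either direction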;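 also: B-score of the F/F0 ratio slope over 7 to 12 s after thallium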
PMI act = phosphomannose isomerase (human) activation; P34949; purified human PMI, coupled resazurin fluorescence, 20 min; stronger effect = higher value; 1 = vehicle control, 0 substrate-free wells; activation factor at 20 µM; 190,000 compounds, 0.005% hits; AID 1214;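 active = activation factor of 2 or more at 20 µM, relative to plate controls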
G6PDH counter = counter-screen for G6PDH assay hits: L. mesenteroides G6PDH inhibition | inhibition, % at 5 µM | AID 1020 | Purified L. mesenteroides G6PDH, diaphorase/resazurin coupled fluorescence, 45 min | 200,000 compounds, 0.12% hits; in the data active = inhibition above about 50%
SRC2 TRFRET art = flags TR-FRET format artefacts in PPARgamma SRC-2 recruitment agonist screen; TR-FRET artefact counter-screen; stronger effect = higher value; TR-FRET ratio at 8 µM; 200,000 compounds, 0.4% hits; in the data active = TR-FRET ratio above about 2000; also: inactives centre near 1500
PPARg SRC-2 ag = agonists of SRC-2 recruitment by human PPARgamma; 200,000 compounds, 0.34% hits; P37231; activation, % at 8 µM; PPARgamma LBD-SRC-2 recruitment, biochemical; in the data active = activation above about 22%;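 also: 0% = vehicle and 100% = reference agonist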
PMI act hi M6P = activators of human phosphomannose isomerase at near-saturating mannose 6-phosphate | P34949 | coupled PMI enzyme assay, resazurin fluorescence, 20 min; stronger effect = higher value; 1 = untreated enzyme, 0 = substrate-free blank | 190,000 compounds, 0.34% hits | activation factor at 20 µM | AID 1216;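 active = activation factor of 2 or more at 20 µM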
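Technique: Diaphorase-driven resazurin-to-resorufin fluorescence, excitation 544, emission 590 nm | Assay system: Human PMI in coupled enzyme assay | Times: Enzyme reaction with compound 20 min at room temperature | Medium: HEPES-buffered pH 7.4 with magnesium and detergent | Reagent: Mannose-6-phosphate 1.0 mM (near-saturating) plus 0.22 mM NADP+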
Diaph act CS = counter-screen for diaphorase-based assays: diaphorase activators and chemical reducers | Diaphorase/resazurin coupled assay, resorufin fluorescence, 16 min; stronger effect = higher value; 1 = vehicle wells, 0 = NADH-free wells | activation factor at 20 µM | 190,000 compounds, 0.005% hits | AID 1229;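 active = diaphorase activity raised at least twofold by the compound at 20 µM; inactive = activation factor below 2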
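Material: purified diaphorase enzyme from Clostridium kluyveri; Also added: 0.114 mM NADH and 0.1 mM resazurin, final amounts; Doses: single compound dose of 20 µM, 1% DMSO final; Times: 16 min enzyme reaction, ambient temperature; Detection: resorufin fluorescence, excitation 544 nm, emission 590 nm; Measure: increased resorufin signal from activators or reducing compounds.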
* = called active by the depositor; . = not tested or not shown.

SMILES | Diaph inh CS | S1P3 antagonist | PPARg SRC1 recr | PPARg SRC3 recr | ROMK primary | PMI act | G6PDH counter | SRC2 TRFRET art | PPARg SRC-2 ag | PMI act hi M6P | Diaph act CS
O=C(O)c1ccc(/C=N/NC(=O)C2CC2(c2ccccc2)c2ccccc2)cc1 (stereo not given) | 48 | -15 | 7 | 4 | 1.6 | 1 | 5 | 1711 | -2 | 1 | 0.5
CCOC(=O)N1CCC(NC(=O)C2CCCN(S(C)(=O)=O)C2)CC1 (stereo not given) | 3 | 4 | 10 | -4 | -0.4 | 1 | -2 | 1533 | -9 | 1 | 1
COc1ccccc1C1C=C(c2ccccc2)Nc2nnnn21 (stereo not given) | 9 | 40 | 8 | -1 | . | 1 | 1 | 1601 | 11 | 1 | 0.9
Cn1cnnc1Sc1ccc(/C=C/C(=O)c2ccc(O)cc2)cc1[N+](=O)[O-] | 19 | 4 | -4 | -1 | 0.94 | 1.1 | 9 | 1592 | -2 | 1.1 | 0.8
CCOC(=O)C1CCN(C(=O)C(C)c2ccc([N+](=O)[O-])cc2)CC1 (stereo not given) | 9 | -10 | 5 | 7 | -0.57 | 0.9 | 4 | 1692 | 17 | 0.9 | 0.9
O=C1c2ccccc2C(=O)N1CCc1ccccn1 | 10 | 0 | -3 | -7 | 0.34 | 0.9 | -13 | 1419 | -6 | 0.9 | 0.9
O=C(CN1C(=O)CC(c2ccccc2)S(=O)(=O)c2ccccc21)N1CCCC1 (stereo not given) | 10 | -8 | -11 | 2 | -0.038 | 1.1 | -1 | 1395 | -14 | 1 | 0.9
CCOC(=O)c1cc(C#N)c(SCC(=O)c2cc(C#N)c(SC)nc2C)[nH]c1=O | 34 | -21 | -3 | -5 | 2.3 | 1.4 | 18 | 1514 | 6 | 1.7 | 0.7
Cc1ccnc(NC(=O)CCC(=O)N(CC(=O)NC2CCCCC2)c2ccc3c(c2)OCO3)c1 | 7 | -16 | . | . | . | 1 | 14 | . | . | 1 | 0.9
Cc1ccc([N+](=O)[O-])cc1NC1OC(CO)C(O)C1O (stereo not given) | 4 | . | 0 | -1 | . | 1 | -11 | 1511 | 5 | 0.9 | 1
O=C(Cc1ccc([N+](=O)[O-])cc1)Nc1ccc(O)cc1C(=O)O | 7 | 4 | -4 | 0 | 0.039 | 1.1 | 1 | 1681 | 5 | 1.1 | 0.9
CCN(CC)C(=O)/C(=C/c1ccc(F)cc1)NC(C)=O | -5 | -16 | 7 | -2 | . | 1 | 6 | 1437 | -6 | 1 | 1
CC1=CN2C(=N)/C(=C/c3ccc(Sc4ccc(Cl)cc4)o3)C(=O)N=C2S1 | 12 | -6 | 5 | -2 | . | 0.8 | -14 | 1573 | 5 | 0.9 | 0.9
CCN1CCN(c2cc(C)c3cc(NC(=O)c4ccc(Br)o4)ccc3n2)CC1 | -36 | . | 7 | -6 | 0.84 | 1 | -5 | 1492 | 6 | 1.1 | 1.4
Cc1cc(C)c(S(C)(=O)=O)c(Oc2cccc(C(F)(F)F)c2)n1 | 12 | -6 | 0 | -1 | -0.17 | 0.9 | 16 | 1613 | 3 | 0.8 | 0.9
COc1cccc(-n2nnnc2SCC(=O)Nc2cccc(NC(C)=O)c2)c1 | 16 | -45 | -7 | 7 | -1.3 | 0.9 | -1 | 1369 | 2 | 0.9 | 0.8
O=Cc1cn(CC(=O)N2CCCCC2)c2ccccc12 | 9 | 7 | 4 | 5 | -0.0016 | 1.1 | 2 | 1428 | 6 | 1 | 0.9
O=C(NCCOc1ccccc1)c1ncn[nH]1 | -1 | 7 | -3 | -5 | . | 1 | 2 | 1467 | -1 | 1.1 | 1
COC(=O)C(C(=O)OC)C(C[N+](=O)[O-])c1ccc(OC)c(OC)c1 (stereo not given) | 4 | . | 4 | 3 | 0.5 | 1 | -1 | 1614 | 0 | 1 | 1
O=[N+]([O-])c1cc(-c2cnc3ccccc3n2)ccc1Oc1ccc(Cl)cc1 | 15 | -11 | 4 | 3 | . | 0.9 | -10 | 1590 | 4 | 0.9 | 0.8
COc1ccc2[nH]cc(C3N4CC5(C)CN3CC(C)(C4)C5=O)c2c1 (stereo not given) | 10 | . | -2 | 7 | . | 1 | -6 | 1812 | 10 | 1 | 0.9
COC(=O)c1c(NC(=O)CN2CCOCC2)sc2c1CCC(C)C2 (stereo not given) | 15 | 17 | -1 | 14 | . | 1 | 8 | 1420 | -3 | 0.9 | 0.8
NS(=O)(=O)c1cccnc1Nc1cccc(Cl)c1Cl | 13 | . | -8 | -3 | -0.56 | 0.8 | -1 | 1445 | 6 | 0.8 | 0.9
O=C(NC(=S)NNC(=O)c1cnccn1)c1ccc(F)cc1 | 64* | 2 | 4 | 6 | 0.54 | 0.7 | -4 | 1487 | -1 | 1.1 | 0.4
Cc1ccc(Cl)cc1Nc1nc(-c2sc(NC(=O)C(C)(C)C)nc2C)cs1 | 18 | . | 5 | 13 | -0.29 | 0.9 | 4 | 1598 | 3 | 1.1 | 0.8

Retrieved by structure from the list above (4):
SMILES | Diaph inh CS | S1P3 antagonist | PPARg SRC1 recr | PPARg SRC3 recr | ROMK primary | PMI act | G6PDH counter | SRC2 TRFRET art | PPARg SRC-2 ag | PMI act hi M6P | Diaph act CS
CCOC(=O)c1cc(C#N)c(SCC(=O)c2cc(C#N)c(SC)nc2C)[nH]c1=O | 34 | -21 | -3 | -5 | 2.3 | 1.4 | 18 | 1514 | 6 | 1.7 | 0.7
COC(=O)C(C(=O)OC)C(C[N+](=O)[O-])c1ccc(OC)c(OC)c1 (stereo not given) | 4 | . | 4 | 3 | 0.5 | 1 | -1 | 1614 | 0 | 1 | 1
CCN1CCN(c2cc(C)c3cc(NC(=O)c4ccc(Br)o4)ccc3n2)CC1 | -36 | . | 7 | -6 | 0.84 | 1 | -5 | 1492 | 6 | 1.1 | 1.4
NS(=O)(=O)c1cccnc1Nc1cccc(Cl)c1Cl | 13 | . | -8 | -3 | -0.56 | 0.8 | -1 | 1445 | 6 | 0.8 | 0.9

Remaining list, next part
SMILES | Diaph inh CS | S1P3 antagonist | PPARg SRC1 recr | PPARg SRC3 recr | ROMK primary | PMI act | G6PDH counter | SRC2 TRFRET art | PPARg SRC-2 ag | PMI act hi M6P | Diaph act CS
O=C(COC(=O)c1cccc(S(=O)(=O)N2CCOCC2)c1)Nc1ccc2c(c1)OCO2 | 9 | -27 | 9 | 5 | . | 1.1 | 6 | 1519 | -4 | 1 | 0.9
CN(Cc1ccsc1)C(=O)CCc1nnc(CCCc2ccccc2)o1 | 15 | -18 | 5 | -2 | -0.08 | 0.9 | 9 | 1652 | 1 | 0.9 | 0.9
O=C(CC12CC3CC(CC(C3)C1)C2)NCC(c1ccc(F)cc1)N1CCOCC1 (stereo not given) | 1 | -6 | -3 | -3 | 0.44 | 1.2 | 3 | 1638 | 3 | 1.1 | 1
COc1ccc(Nc2nc(-c3cccs3)cs2)cc1 | 14 | . | -1 | 6 | . | 0.9 | 2 | 1672 | 5 | 0.9 | 0.9
Cc1ccc(OCCNC(=O)Cn2cnc3c(=O)n(C)c(=O)n(C)c32)cc1C | 7 | . | 0 | 3 | 0.039 | 1.1 | -4 | 1721 | 12 | 1 | 0.9
O=C(CN(C(=O)C1COc2ccccc2O1)c1ccccc1)NCC1CCCO1 (stereo not given) | 13 | -20 | -3 | -9 | . | 1.1 | 8 | 1562 | -6 | 1 | 0.9
COc1cc(C)c(C)cc1S(=O)(=O)N1CCCCC1c1cccnc1 (stereo not given) | 5 | 18 | -2 | -9 | -0.95 | 1 | -4 | 1444 | 7 | 1 | 0.9
O=C(/C=C/Nc1ccc(S(=O)(=O)Nc2ncccn2)cc1)c1ccc(Cl)c(Cl)c1 | 8 | -4 | 2 | 3 | . | 0.9 | -6 | 1470 | -2 | 1 | 0.9
CCOc1ccc(C(C)NC(=S)NC2CCCCC2)cc1OCC (stereo not given) | 13 | 4 | 6 | 5 | 0.0087 | 0.9 | 6 | 1472 | 2 | 0.9 | 0.9
COc1cc2nc(CN(CCC(C)C)Cc3nc4cc(OC)c(OC)cc4c(=O)[nH]3)[nH]c(=O)c2cc1OC | 7 | . | 4 | 1 | 0.61 | 1.1 | 3 | 1584 | -1 | 1.1 | 0.9
COc1ccc(CC(=O)Nc2cccc(SC)c2)cc1 | -3 | 1 | -2 | -4 | -0.9 | 1 | 5 | 1529 | 2 | 1 | 1
O=c1c2ccc(Cl)cc2[nH]c(=S)n1CCCN1CCOCC1 | 28 | -25 | 3 | 3 | -0.029 | 1 | -4 | 1605 | 8 | 1 | 0.7
O=C(Nc1cccc(O)c1)c1ccccc1 | 10 | 8 | 0 | -10 | 0.21 | 0.9 | -12 | 1600 | 1 | 0.9 | 0.9
O=C(O)CC1C(=O)NCCN1Cc1cccs1 (stereo not given) | 0 | 3 | 4 | 0 | 0.022 | 1.1 | 8 | 1363 | -8 | 1 | 1
COc1ccc(NC(=O)CSc2nnc(Cn3cnc4ccccc43)o2)cc1 | 11 | -6 | 5 | 5 | 1.2 | 1 | 8 | 1500 | 5 | 0.9 | 0.9
O=C(CC1C(=O)NCCN1C(=O)Nc1ccccc1)Nc1cccc(C(F)(F)F)c1 (stereo not given) | 28 | -16 | 0 | 5 | -1.2 | 0.8 | 1 | 1233 | 7 | 0.8 | 0.7
Cc1cc(C)cc(OCC(=O)N/N=C/c2ccco2)c1 | 10 | -2 | 6 | 0 | 0.073 | 1 | 1 | 1725 | 7 | 1.1 | 0.9
O=c1cc(O)c2c(=O)n(-c3ccccc3)c3c(c2o1)CCCCCC3 | 23 | -3 | -8 | -4 | . | 1 | 8 | 1368 | 1 | 0.9 | 0.8
Cc1ccc(NC(=O)CC(O)(C(F)(F)F)C(F)(F)F)c(Br)c1 | 19 | 20 | 2 | 11 | . | 0.8 | 7 | 1543 | 0 | 0.8 | 0.8
COc1ccc(CCNc2ncnc3cc(OC)c(OC)cc23)cc1OC | -22 | 16 | -1 | 4 | -2.1 | 1 | 17 | 1501 | 0 | 1 | 1.2
Cc1ccc(C(=O)N/C(=C/c2cccc([N+](=O)[O-])c2)C(=O)NCC2CCCO2)cc1 (stereo not given) | -2 | 12 | -5 | 1 | 0.22 | 1.1 | 11 | 1703 | 9 | 1.1 | 1
